# Mcl1-Noxa inh: Mcl-1/Noxa interaction inhibition | Q07820 | TR-FRET Mcl-1/Noxa peptide binding, 2 h | inhibition, % at 21.7 µM | 1.5% of 220,000 active;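 active = compounds that cut the protein-peptide binding signal by more than 50% relative to plate controls in a single-dose test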;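 also: His-tagged Mcl-1 with rhodamine Noxa BH3 peptide and terbium anti-His antibody; 0% = Mcl-1 plus Noxa peptide wells and 100% = peptide-only wells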
# Target sequence (Q07820 whole entry, looked up): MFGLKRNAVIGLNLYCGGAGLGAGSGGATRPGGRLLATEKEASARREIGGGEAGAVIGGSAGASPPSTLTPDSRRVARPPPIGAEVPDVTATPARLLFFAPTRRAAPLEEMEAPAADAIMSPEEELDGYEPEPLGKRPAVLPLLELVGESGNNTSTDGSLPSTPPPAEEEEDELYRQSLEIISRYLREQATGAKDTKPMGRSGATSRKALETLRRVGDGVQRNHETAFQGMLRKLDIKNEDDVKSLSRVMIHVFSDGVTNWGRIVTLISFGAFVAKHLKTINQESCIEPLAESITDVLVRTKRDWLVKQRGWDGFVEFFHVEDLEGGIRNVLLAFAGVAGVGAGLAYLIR
# HRas wt GTP: changes GTP binding to wildtype human HRas; GST-Ras wt beads, Bodipy-FL-GTP binding, flow cytometry; actives lie on both sides; AID 759; GTP binding activity, % at 10 µM; P01112; 0.14% of 190,000 active;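 active = GTP binding activity at least 20% away from the 100% baseline, either lowered as inhibitor or raised as activator; inconclusive = flagged as likely green fluorescent, judged across all proteins in the well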;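 also: 0% = unlabeled GTP competition control and 100% = no-compound control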
# Target sequence (P01112 whole entry, looked up): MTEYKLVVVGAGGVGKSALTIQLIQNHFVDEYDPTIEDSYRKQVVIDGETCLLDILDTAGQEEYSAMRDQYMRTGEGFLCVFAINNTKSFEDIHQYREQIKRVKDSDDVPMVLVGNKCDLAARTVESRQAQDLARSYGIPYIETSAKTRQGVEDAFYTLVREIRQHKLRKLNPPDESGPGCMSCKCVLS
# Mcl1 Bid PPI: Mcl-1/Bid interaction inhibition. Q07820. TR-FRET Mcl-1/Bid-Dy647 peptide binding, 1536-well. inhibition, % at 21.7 µM. 0.97% of 220,000 active. AID 1021;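 active = compounds that cut the binding signal by more than half at the single screening dose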;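 also: His-tagged Mcl-1 with europium anti-His antibody binding Bid BH3 peptide; 0% = Mcl-1 plus peptide wells and 100% = peptide-only wells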
# RGS8-Gao: modulates binding of RGS8 to human Galphao. P09471. multiplexed bead flow cytometry; actives lie on both sides. response (percent of control binding), % at 10 µM. 0.34% of 220,000 active. AID 1423; in the data active = response below about 60% or above about 140%; inactive = in between;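 also: Galphao activated as the GDP aluminium fluoride complex binding bead-coupled RGS8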
# Target sequence (P09471 whole entry, looked up): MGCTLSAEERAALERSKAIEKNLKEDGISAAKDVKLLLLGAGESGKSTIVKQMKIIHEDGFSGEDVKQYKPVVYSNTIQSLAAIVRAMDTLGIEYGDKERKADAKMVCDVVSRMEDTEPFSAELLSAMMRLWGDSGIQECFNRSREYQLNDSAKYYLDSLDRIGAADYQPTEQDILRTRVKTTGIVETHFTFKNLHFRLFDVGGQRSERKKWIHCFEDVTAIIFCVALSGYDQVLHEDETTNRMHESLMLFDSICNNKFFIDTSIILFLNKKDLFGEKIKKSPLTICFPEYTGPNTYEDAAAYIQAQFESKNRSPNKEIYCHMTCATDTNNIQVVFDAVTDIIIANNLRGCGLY
# Rac1 wt modul: alters GTP binding to wildtype human Rac1; P63000; GST-Rac1 beads, fluorescent GTP binding, flow cytometry; actives lie on both sides; 0 = cold GTP competed, 100 = untreated; GTP binding activity (% of control), % at 10 µM; 0.27% of 190,000 active; AID 757;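 active = GTP binding activity at least 20 points away from the 100% control level, either lower or higher; inconclusive = compound flagged as likely green fluorescent, judged across all proteins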
# Cdc42 wt GTP: changes GTP binding to wildtype human Cdc42; AID 761; GST-Cdc42 beads, Bodipy-GTP binding, flow cytometry; actives lie on both sides; percent activity (GTP binding), % at 10 µM; P60953; 0.2% of 190,000 active;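 active = percent activity GTP binding at least 20 points away from the 100% baseline, either down as inhibitor or up as activator; inconclusive = compound flagged as likely green fluorescent from well-wide comparison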;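 also: median bead fluorescence of bound Bodipy-FL-GTP at 100 nM; 0% = excess unlabeled GTP control and 100% = no compound control; below 100% means less GTP binding so inhibitor and above means activator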
# Rac1 act GTP bind: alters GTP binding to activated mutant human Rac1; P63000; GST-Rac1 activated beads, fluorescent GTP binding, flow cytometry; actives lie on both sides; 100% means binding = to untreated wells; percent activity (GTP binding), % at 10 µM; 0.11% of 190,000 active; AID 764;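 active = GTP binding at least 20 percentage points away from the 100% baseline, in either direction, so actives lie on both sides; inconclusive = Compound likely fluorescent itself, or too few beads counted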
# Pf gamet viab: kills late stage P. falciparum gametocytes; 0.065% of 150,000 active; inhibition, % at 10.9 µM; P. falciparum stage V gametocytes, ATP luminescence, 24 h;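 active = inhibition above the mean plus 3 SD of compounds within the control limits, set per campaign, cut at about 38% in these data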;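 also: 0% = DMSO wells and 100% = medium only without gametocytes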
# Rab7 wt modul: dog Rab7 wildtype GTP binding, inhibitors and activators; GST-Rab7 beads, fluorescent GTP binding, flow cytometry; actives lie on both sides; untreated = 100%, excess cold GTP = 0%; GTP binding activity (percent of control), % at 10 µM; AID 758; 0.055% of 190,000 active;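 active = fluorescent GTP binding to Rab7 beads changed by at least 20 points from the 100% baseline, either direction, mostly lower; inconclusive = compound itself probably fluorescent, or too few beads counted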;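 also: median green fluorescence of bound Bodipy-FL-GTP per Rab7 bead population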
# Rab2A wt mod: changes GTP binding to wildtype dog Rab2A, up or down; P61105; GST-Rab2 wt beads, Bodipy-GTP binding, flow cytometry; GTP binding activity, % at 10 µM; 0.19% of 190,000 active; AID 760;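 active = GTP binding activity at least 20 points away from 100%, either lowered or raised; inconclusive = signal likely due to the compound's own green fluorescence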;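 also: 0% = beads with excess unlabeled GTP and 100% = no-compound control corrected for plate trend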
# Bim-Mcl-1: human Bim-Mcl-1 interaction inhibition; Bead-based flow cytometry, Bim peptide-Mcl-1 binding; 0.1% of 190,000 active; inhibition, % at 10 µM; AID 1009; Q07820; in the data active = inhibition above about 40%;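 also: 0% = no compound tracer wells and 100% = peptide blocker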
# * = called active by the depositor; ? = inconclusive; . = not tested or not shown; [ ] = remark or other dose.
# Every second line gives: Mcl1-Noxa inh	HRas wt GTP	Mcl1 Bid PPI	RGS8-Gao	Rac1 wt modul	Cdc42 wt GTP	Rac1 act GTP bind	Pf gamet viab	Rab7 wt modul	Rab2A wt mod	Bim-Mcl-1
> COc1cccc(N(CC(=O)N2CCN(c3ccccc3OC)CC2)S(C)(=O)=O)c1
  -7	102	-5	104	105	104	101	2	103	104	-1
> CC(C)OCCCNC(=O)c1ccc(NS(C)(=O)=O)cc1
  9	99	-20	98	106	101	101	.	102	99	2
> CCCc1[nH]c(=O)c(C#N)c2c1COC(C)(C)C2
  12	105	3	102	110	106	103	-26	99	104	-4
> CCOC(=O)N1CCN(C(=O)/C(=C/c2ccccc2OC)NC(=O)c2ccccc2)CC1
  4	99	-36	103	104	100	99	.	100	101	0
> CCN1CCCC1CNC(=O)c1cn(CC)c2ccc(S(=O)(=O)N3CCCCCC3)cc2c1=O (stereo unspecified)
  2	103	22	101	105	104	101	.	102	103	-1
> S=C(c1ccc2c(c1)OCO2)N1CCCCC1
  13	?	-21	100	?	?	?	.	?	?	0
> Cc1ccc(C(=O)Nc2ccc(SC(F)F)cc2)s1
  7	98	-33	102	102	95	97	8	102	103	-1
> Cc1cc(C)c2c(c1)NC(=O)C2(O)CC(=O)c1cccs1 (stereo unspecified)
  11	97	-7	103	94	99	96	.	94	96	-1
> COc1ccc(C(=O)NCc2nnc(SCC(=O)N3CCC(C)CC3)o2)cc1OC
  2	100	-7	99	98	99	98	0	103	99	0
> CCNC(=S)NNc1nc(N2CCOCC2)nc(N2CCOCC2)n1
  8	94	-29	107	100	92	95	-20	98	95	2
> CCOc1cccc(-c2cc(-c3n[nH]c(=S)n3CC)c3ccccc3n2)c1
  -19	104	-138	96	104	103	98	.	105	102	-2
> CCNc1nc(N)c(C(=O)c2ccc(Cl)s2)s1
  11	104	-60	99	101	106	101	.	96	105	-3
> Nc1ccc(Oc2ccc(Br)cc2)cc1
  9	99	-13	105	102	98	98	1	100	98	-4
> Clc1ccc(CN(Cc2ccc(Cl)cc2)c2nn[nH]n2)cc1
  5	87	19	101	83	80	77*	-13	96	80	-4
> O=S(=O)(O)c1nnc2sc3ccccc3n12
  10	104	-34	98	103	102	101	-6	103	104	0
> COc1ccc(NC(=O)COC(=O)c2ccncc2)c(OC)c1
  -3	97	-25	98	97	95	96	-1	96	94	0
> Cc1cc(C(=O)Nc2ccccc2C#N)n(-c2ccccc2)n1
  8	102	-6	100	104	103	100	.	98	101	1
> COc1ccc(C(=O)Nc2nc3ccccc3[nH]2)cc1S(=O)(=O)N1CCOCC1
  19	80	4	102	82	78*	90	-18	82	77*	11
> Cc1nc2ccccc2n1Cc1n[nH]c(=S)n1-c1ccc(Cl)cc1
  -2	98	-27	100	101	98	99	.	93	95	-5
> CCOC(=O)C1C(=O)N(C(=O)c2cncc(Br)c2)CC1c1ccccc1 (stereo unspecified)
  -3	106	-3	103	105	102	98	-2	107	104	0
> C=CCOc1ccc(/C=C/C(C)=N\O)cc1
  -7	100	-25	98	102	100	97	-6	102	100	-2
> Cc1ccc(NC2=CC(=O)C(=O)c3ccccc32)cc1
  6	97	-41	86	102	95	96	28	94	96	14
> O=C(CSCc1c(Cl)cccc1Cl)NCc1cccnc1
  -7	101	-19	93	101	99	100	-14	103	99	-1
> O=C1/C(=C/c2ccco2)CCC1C1CCCC1 (stereo unspecified)
  2	101	-14	96	98	100	97	-26	107	102	-1
> O=C(/C=C/c1ccccc1)CC(O)(c1ccccc1)C(F)(F)C(F)F (stereo unspecified)
  1	104	8	97	102	103	99	-19	108	106	-6
> CC(C)CN(C(=O)CSc1nnc2c(Cl)cc(C(F)(F)F)cn12)C1CCS(=O)(=O)C1 (stereo unspecified)
  5	102	-4	99	104	103	100	-20	98	102	-4
> Nc1nnc(CSCc2ccccc2)s1
  -10	97	-27	124	98	96	93	9	97	96	-6
> NS(=O)(=O)c1cc2c(cc1Cl)NC(C(Cl)Cl)NS2(=O)=O (stereo unspecified)
  16	98	1	103	104	103	101	.	95	99	-2
> O=C1c2cccc3cccc(c23)C(=O)N1OS(=O)(=O)c1ccc(Cl)cc1
  12	97	-17	99	101	97	97	.	98	94	-1
> Cc1sc2nc(COC(=O)c3c(F)cccc3F)[nH]c(=O)c2c1C
  12	98	-11	100	98	98	95	5	106	99	0
> COc1cc(/C=N/NC(=O)CNC(=O)c2ccco2)ccc1O
  6	93	-32	101	97	93	94	6	98	99	1
> Cc1cccc(OCCc2nnc(N)s2)c1C
  3	99	-8	100	102	100	100	.	98	100	0
> O=C(CSc1nnc(-c2cccnc2)s1)Nc1ccnc2ccccc12
  18	99	-12	101	105	101	99	.	98	98	0
> Cc1ccc(-n2nc3cc(Cl)c(NC(=O)c4ccco4)cc3n2)cc1
  15	?	-1	102	?	?	?	-5	?	?	-2
> Cc1nc(NCCN2CCOCC2)c2oc3ccccc3c2n1
  27	103	8	99	96	100	98	.	105	102	0
> O=C(Nc1ccc(Cl)cc1)Nc1nnc(CSCc2ccc(Cl)cc2)s1
  37	98	3	98	103	101	97	-12	99	96	1
> CCC(C)NC(=O)CN(c1ccc(OC)cc1)S(=O)(=O)c1ccccc1 (stereo unspecified)
  -10	95	3	89	93	94	94	10	98	96	-5
> C/C(=N\NC(=O)c1ccccc1Br)c1ccc(N2CCOCC2)cc1
  -3	97	-17	102	98	97	95	27	96	97	0
> O=C(N/N=C/c1cccs1)c1cccc(NC(=O)c2ccccc2Cl)c1
  13	101	-4	104	100	102	99	0	98	96	-2
> CN(C)Cc1c(O)ccc2occ(C(O)c3ccccc3)c12 (stereo unspecified)
  -12	97	-30	113	97	99	98	-15	96	99	-4
> O=C(OCc1nnc(-c2ccccc2)o1)C12CC3CC(CC(Br)(C3)C1)C2
  23	93	19	84	98	98	97	19	95	97	0
> O=c1c(-c2ccccc2)c(O)c2cccc3c2n1CCC3
  -19	95	-8	104	95	95	99	0	95	97	-1
> O/N=C1\CCCC\C1=C/c1ccccc1
  12	95	-27	104	99	96	98	-1	98	97	-4
> CCOc1ccc(OCc2cccc(C(=O)O)c2)cc1
  7	95	12	100	103	97	97	.	102	97	-6
> CC1(C)CC(=O)C2=C(C1)NC1=C(C(=O)c3ccccc31)C2c1ccccc1 (stereo unspecified)
  37	97	-23	117	99	97	98	-1	96	95	-10
> O=S(=O)(c1ccccc1)N1CCC(=NO)CC1
  14	97	-15	101	100	98	95	0	97	98	0
> CC(C)C(=O)O/N=C(\N)c1ccccn1
  -5	101	-22	90	106	101	103	-1	100	103	9
> CCn1ncc(Cl)c1C(=O)Nc1cc([N+](=O)[O-])ccc1OC
  17	100	-14	99	104	102	99	4	101	97	-2
> Cc1cc(C)n(CC(O)Cn2c3ccc(Cl)cc3c3cc(Cl)ccc32)c(=O)n1 (stereo unspecified)
  -4	99	-9	102	102	100	99	.	96	96	1
> O=C(Nc1ccc2nn(-c3ccccc3)nc2c1)c1ccco1
  -6	96	-13	102	98	98	100	-35	93	98	-5
> NC(=S)N/N=C1/CCSc2ccc3ccccc3c21
  14	98	-65	105	97	97	95	.	101	99	2
> C=CCc1ccccc1OCC(=O)N/N=C/c1ccc(OC(C)=O)cc1OC(C)=O
  4	100	-58	101	103	102	100	0	100	97	-25
> O=C(O)CCC(=O)c1ccc2c(c1)CCCC2
  10	95	-16	103	93	93	90	-5	105	96	0
> COc1ccc(CNS(=O)(=O)c2ccc(F)c(C(=O)Nc3ccccc3OC)c2)cc1
  9	93	6	100	92	91	94	.	97	95	0
> Cc1nc2ncnn2c(C)c1CCC(=O)N1CCOCC1
  16	100	-31	101	98	100	98	-13	97	99	3
> C=CCC(NCCCO)c1cccc(OC)c1OC (stereo unspecified)
  13	102	-5	99	100	104	99	23	97	101	-2
> COC(=O)C1=C(C)Nc2ncnn2C1c1ccc(OC(=O)c2ccccc2)cc1 (stereo unspecified)
  6	95	-21	102	97	95	97	-12	100	95	-2
> O=C(C1CCCO1)N1CCN(C(=S)Nc2ccccc2Cl)CC1 (stereo unspecified)
  1	101	-11	112	102	97	103	14	100	100	-10
> COc1ccc(N2C(=O)C3CCCN3C2c2ccc(C)o2)cc1Cl (stereo unspecified)
  -4	103	-48	100	104	104	101	-17	102	103	-7
> CN(C)CCCNCCCCNC(=O)/C=N/O
  18	?	1	104	?	?	?	.	?	?	-1

# New compounds follow:
# Every second line gives: Mcl1-Noxa inh	HRas wt GTP	Mcl1 Bid PPI	RGS8-Gao	Rac1 wt modul	Cdc42 wt GTP	Rac1 act GTP bind	Pf gamet viab	Rab7 wt modul	Rab2A wt mod	Bim-Mcl-1
> CCCn1nnnc1SCC(=O)c1ccc(NC(C)=O)cc1
  46	97	24	99	97	97	96	.	96	95	0
> c1ccc(Nc2ccc(-n3ccnc3)nn2)cc1
  12	99	-17	98	97	96	96	-3	102	95	2
> COCc1cc(Sc2ccc(Cl)cc2)nc(-c2ccccc2)n1
  -4	?	-6	103	?	?	?	4	?	?	-1
> O=C(NCc1ccccc1)c1cnc(-c2ccccn2)nc1C(F)(F)F
  22	103	-16	103	107	105	101	.	99	100	1
> O=C(O)c1ccccc1SCc1ccc2c(c1)OCO2
  17	123*[activator]	-11	99	135*[activator]	135*[activator]	127*[activator]	-22	121*[activator]	127*[activator]	0
> CCC(=O)Nc1nc2c(s1)COc1ccccc1-2
  14	97	-35	96	100	96	97	.	93	94	0
> CN1/C(=C\P(=O)(N(C)C)N(C)C)C(C)(C)c2ccccc21
  -1	104	-16	96	107	105	102	5	104	104	0
> O=C(N[C@@H](c1ccccc1)[C@@H]1C[C@H]1C(=O)O)OCc1ccccc1
  6	99	0	78	104	103	96	.	96	100	0
> CN(CC(=O)NCc1ccccn1)S(=O)(=O)c1ccc(F)cc1
  1	96	-12	95	96	95	96	.	99	97	2
> COc1ccc(OCCc2nnc(N)s2)cc1
  2	101	-1	107	108	103	100	.	106	100	-3
> Cc1cc(C)c(C)c(S(=O)(=O)N2CCN(C(=O)c3cc(=O)[nH]c4ccccc34)CC2)c1C
  13	103	6	100	101	103	98	.	101	102	-3
> COc1ccc(CCN2C(=O)C(O)=C(C(C)=O)C2c2ccccc2OC)cc1OC (stereo unspecified)
  23	101	-28	101	101	103	99	-2	98	99	7
> CCOc1ccc(C2OC(=O)Cc3cc(OC)c(OC)cc32)cc1 (stereo unspecified)
  0	99	8	98	99	100	95	-3	98	96	-1

# From PubChem
